Source: PubChem
TLR9-MyD88 block = blocks human TLR9 binding to MyD88; Q9NR96+Q99836; CHO BLA complementation TLR9-MyD88, CCF4 FRET ratio; inhibition, % at 4.98 µM; hit rate 0.21% among 340,000; AID 504734;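 active = inhibition above the mean over all tested compounds plus 3 SD, cut at about 21% in these data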;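 note: 0% = DMSO only wells and 100% = clavulanate BLA inhibitor control wells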
Target sequence (Q99836 whole entry, looked up): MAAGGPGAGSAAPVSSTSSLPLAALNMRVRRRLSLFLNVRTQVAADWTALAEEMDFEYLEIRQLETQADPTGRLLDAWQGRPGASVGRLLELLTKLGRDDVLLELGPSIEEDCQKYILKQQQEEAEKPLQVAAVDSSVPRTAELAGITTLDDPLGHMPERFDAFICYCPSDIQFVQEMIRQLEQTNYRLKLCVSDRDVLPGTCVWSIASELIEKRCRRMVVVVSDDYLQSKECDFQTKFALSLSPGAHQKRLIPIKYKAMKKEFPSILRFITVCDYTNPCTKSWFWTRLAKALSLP
Target sequence (Q9NR96 whole entry, looked up): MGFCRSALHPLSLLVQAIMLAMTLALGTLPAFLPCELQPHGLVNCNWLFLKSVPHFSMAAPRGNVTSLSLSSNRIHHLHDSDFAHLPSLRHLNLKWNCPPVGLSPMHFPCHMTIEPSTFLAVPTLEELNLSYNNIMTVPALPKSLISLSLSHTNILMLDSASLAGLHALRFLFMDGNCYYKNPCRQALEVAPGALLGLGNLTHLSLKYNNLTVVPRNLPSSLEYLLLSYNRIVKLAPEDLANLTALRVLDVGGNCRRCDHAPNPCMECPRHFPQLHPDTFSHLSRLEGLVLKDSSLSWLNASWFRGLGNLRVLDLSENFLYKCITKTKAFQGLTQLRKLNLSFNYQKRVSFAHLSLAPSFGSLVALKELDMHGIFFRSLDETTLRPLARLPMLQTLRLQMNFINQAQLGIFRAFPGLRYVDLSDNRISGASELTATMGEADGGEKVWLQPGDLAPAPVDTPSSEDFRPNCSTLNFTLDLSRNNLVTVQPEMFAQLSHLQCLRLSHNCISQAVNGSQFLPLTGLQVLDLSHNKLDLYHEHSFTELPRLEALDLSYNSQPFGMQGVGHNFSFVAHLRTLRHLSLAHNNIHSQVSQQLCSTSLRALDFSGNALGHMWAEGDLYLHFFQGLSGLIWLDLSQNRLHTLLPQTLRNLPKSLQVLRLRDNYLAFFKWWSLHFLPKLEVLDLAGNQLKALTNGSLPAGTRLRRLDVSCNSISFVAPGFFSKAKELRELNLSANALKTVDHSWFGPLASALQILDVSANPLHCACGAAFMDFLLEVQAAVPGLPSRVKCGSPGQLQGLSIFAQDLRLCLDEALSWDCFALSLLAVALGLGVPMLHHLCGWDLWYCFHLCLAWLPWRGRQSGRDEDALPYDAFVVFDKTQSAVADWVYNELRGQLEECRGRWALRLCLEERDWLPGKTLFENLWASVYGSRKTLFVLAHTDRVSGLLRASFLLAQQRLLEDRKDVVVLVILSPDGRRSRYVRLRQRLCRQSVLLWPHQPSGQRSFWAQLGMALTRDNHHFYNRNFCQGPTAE
TROY NFkB inh = blocks TROY-dependent signaling in reporter cells; Q293 LMP1-TROYcd NF-kB luciferase reporter, 4 h; inhibition, % at 10 µM; hit rate 0.98% among 360,000;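 active = compounds whose plate-normalised and pattern-corrected inhibition of the luciferase reporter signal at the single screening dose is 50% or more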
NCOA1 inh = inhibits human SRC1 coactivator; inhibition, % at 3.6 µM; hit rate 0.12% among 360,000; HEK293 GAL4-SRC1 luciferase reporter, luminescence;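 active = inhibition above the campaign mean plus 3 SD, with each screening campaign given its own cutoff, cut at about 60% in these data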;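 note: 0% = DMSO treated cells and 100% = gossypol at 36 µM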
SRC2 inh = human SRC2 (NCOA2) inhibition; Q15596; HEK293 GAL4-SRC2 luciferase reporter, luminescence; inhibition, % at 9 µM; hit rate 0.17% among 370,000; AID 651957;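 active = inhibition above the mean inhibition of all tested compounds plus 3 SD, set per campaign, cut at about 52% in these data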;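 note: 0% = DMSO treated cells and 100% = cells given Gossypol at 36 µM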
NR5A2 inv ag = suppresses constitutive activity of human LRH-1 | HEK293T StAR-luciferase reporter, LRH-1 transfected, 24 h | inhibition, % at 3.6 µM | hit rate 0.13% among 360,000 | AID 602396;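 active = inhibition above the mean inhibition of all tested compounds plus 3 SD, cut at about 73% in these data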;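 note: 0% = DMSO wells and 100% = reporter-only cells lacking LRH-1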
ABHD5-PLIN5 inh = blocks binding of human ABHD5 to perilipin-5 | Q00G26+Q8WTS1 | Split G. princeps luciferase complementation, luminescence, 4 h | inhibition, % at 4 µM | hit rate 0.78% among 360,000 | AID 602281;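 active = inhibition above the mean inhibition across every tested compound plus 3 SD, cut at about 22% in these data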;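 note: 0% = DMSO only wells and the 100% control is not disclosed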
Exocytosis inh = lytic granule exocytosis inhibition; TALL-104 LAMP-1 surface exposure, flow cytometry; cells stimulated with thapsigargin and PMA; inhibition, % at 10 µM; hit rate 0.66% among 360,000;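 active = inhibition above about 55%, limit read from the data; inconclusive = no clear call, values can overlap the other calls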
NCOA3 inh = human NCOA3 inhibition. HEK293 GAL4-SRC3 luciferase reporter, luminescence. Q9Y6Q9. hit rate 0.17% among 360,000. inhibition, % at 3.6 µM;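 active = inhibition above a per-campaign cutoff, the mean of all compounds plus 3 SD, cut at about 60% in these data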;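 note: 0% = DMSO-treated cells and 100% = gossypol-treated cells at 36 µM; higher means less SRC3-driven luciferase light from the GAL4 reporter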
TWEAK Fn14 block = blocks TWEAK-Fn14 interaction in a reporter cell assay. TWEAK-stimulated Fn14 reporter cells, luciferase luminescence, 8 h. inhibition, % at 10 µM. hit rate 2% among 360,000. AID 1159606; in the data active = inhibition above about 50%
COUP-TFII inh = inhibitors of human COUP-TFII (NR2F2) | HEK293T NGFI-A luciferase reporter, luminescence | inhibition, % at 8.6 µM | hit rate 0.7% among 370,000 | AID 686940;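 active = inhibition above a per-plate cutoff, mean inhibition of test wells between control levels plus 3 SD, cut at about 38% in these data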;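 note: cells cotransfected with COUP-TFII expression vector driving the NGFI-A reporter; 0% = median of COUP-TF2 test wells and 100% = reporter-only cells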
NOD2 RIPK2 PPI = inhibitors of human NOD2-RIPK2 interaction; O43353; CHO BLA complementation NOD2-RIPK2, CCF4 ratio; inhibition, % at 4.98 µM; hit rate 0.38% among 360,000; AID 624267; in the data active = inhibition above about 21%;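 note: 0% = vehicle only and 100% = reference blocker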
* hit, by the source's call; ? = inconclusive; . = no result given.

SMILES | TLR9-MyD88 block | TROY NFkB inh | NCOA1 inh | SRC2 inh | NR5A2 inv ag | ABHD5-PLIN5 inh | Exocytosis inh | NCOA3 inh | TWEAK Fn14 block | COUP-TFII inh | NOD2 RIPK2 PPI
CCN(CC)S(=O)(=O)c1ccc(-c2nnc(SCC(=O)N3CCOCC3)o2)cc1 | 1 | -13 | 0 | 5 | -1 | 4 | -4 | 8 | -9 | -4 | -3
CC(C)(C)OC(=O)N1CSC[C@H]1C(=O)NC[C@H](CC(=O)O)c1ccc(Cl)cc1 | -8 | 6 | -6 | -11 | -15 | 2 | -6 | -7 | 3 | 0 | 3
COc1ccc2c(c1)c(CCN1C(=O)c3ccccc3C1=O)cn2C(=O)c1ccco1 | 0 | -15 | -10 | -34 | -2 | 2 | -1 | 5 | -18 | -5 | 2
CCCC[C@@H]1CNC(=O)C(=O)N1CCCC | . | -5 | . | 2 | -7 | 7 | -8 | . | -7 | -5 | -1
Cc1ccccc1NC(=O)c1ccc(F)c(S(=O)(=O)N2CCN(c3ccccn3)CC2)c1 | -11 | 16 | -4 | . | 15 | -4 | -1 | -6 | 34 | . | 3
COc1ccc(-c2cn3cc(C)ccc3n2)cc1Br | 2 | -7 | -76 | -24 | -150 | 4 | -1 | -56 | 45 | -32 | 4
COc1cccc(NC(=O)CCN2C(=O)c3ccccc3S2(=O)=O)c1 | 11 | -9 | -3 | -30 | 4 | -3 | 2 | -10 | -3 | 19 | -5
COc1ccc2cc(C#N)c(SCC(=O)Nc3nonc3C)nc2c1 | 9 | 17 | -10 | -16 | -26 | 1 | -4 | -14 | 13 | 4 | 0
N#Cc1ccccc1Sc1ccccc1C(=O)OCC(=O)NC1CCCCC1 | -5 | 4 | 6 | 2 | -4 | -4 | 2 | 4 | 1 | -4 | 10
COc1ccc(C(=S)N2CCOCC2)cc1OS(=O)(=O)c1ccc(Br)cc1 | -8 | 14 | 5 | -32 | -10 | 1 | -12 | 5 | 4 | 0 | -9
Cc1cc(NS(=O)(=O)c2ccc(NC(=O)C(C)Oc3ccc(C(C)C)cc3)cc2)no1 (stereo not given) | 5 | 7 | 12 | 19 | -23 | -5 | -5 | 9 | 11 | 12 | 3
COc1ccc(C(=O)Nc2ccccc2C(=O)Nc2ccc(C(=O)O)cc2)cc1 | 4 | 1 | -30 | -15 | -4 | 4 | 2 | -23 | 81* | 15 | -10
CC1(C(=O)NCCc2ccccc2)Cc2c(-c3cccc(C(N)=O)c3)ccnc2O1 (stereo not given) | . | -3 | 3 | -12 | 17 | 2 | 4 | 0 | 4 | -9 | 6
Cc1ccc(C)c(Nc2nc3ccccc3n3cnnc23)c1 | 5 | -3 | -4 | 8 | 11 | -5 | 2 | -20 | -31 | 12 | -4
O=C(OCC#CCSc1nnc(-c2cccc3ccccc23)o1)c1cccs1 | 2 | -27 | -33 | -2 | -25 | 1 | 4 | 3 | 2 | -2 | -1
O=C(NCCc1ccccc1)c1ccccc1Cl | -18 | 31 | -78 | -10 | -111 | 0 | 8 | -96 | 78* | 2 | -20
CC(=O)C1=C(O)C(=O)OC1c1ccc(Cl)cc1 (stereo not given) | -9 | -4 | 6 | -30 | 4 | -1 | -1 | 1 | 20 | 8 | -2
C[C@H]1CN([C@@H](C)CO)S(=O)(=O)c2ccc(Br)cc2O[C@H]1CN(C)C(=O)Cc1ccccn1 | 0 | -21 | 13 | 0 | 21 | 11 | 1 | 19 | 10 | -11 | -3
CN(C1CCCCC1)S(=O)(=O)c1ccc(-n2cnnn2)cc1 | -2 | 0 | 2 | -19 | 5 | 2 | -1 | 3 | -10 | 0 | 3
Cc1cccc(C)c1NC(=O)C1(NC(=O)Cn2cccc([N+](=O)[O-])c2=O)CCCCC1 | -2 | -1 | 12 | -37 | 1 | 1 | -2 | 14 | -8 | -9 | 4
N/C(CN1CCCC1=O)=N\OC(=O)c1ccccc1Cl | 2 | -35 | -52 | -7 | -44 | -3 | -1 | -30 | -45 | -30 | -7
Cc1ccc(C(=O)NCCN2C3=NC[C@H](C)N3C[C@H]2Cc2ccc(O)cc2)cc1Br | -8 | 2 | -6 | -18 | 8 | 3 | 0 | -1 | 7 | -13 | 0
Cc1c(C(=O)NC2CC(=O)N(c3ccc4c(c3)OCCO4)C2)cccc1[N+](=O)[O-] (stereo not given) | -2 | 0 | -12 | -33 | 8 | -10 | -1 | 12 | 5 | -12 | 5
CC(C)N(Cc1nc(-c2ccccc2)no1)S(=O)(=O)c1ccccc1 | 5 | -3 | 8 | -2 | 9 | -6 | 1 | 1 | -2 | -28 | 3
CCCCc1ccc(-c2csc(/C(C#N)=C/c3ccc(C)o3)n2)cc1 | 13 | -13 | -39 | 11 | -25 | 18 | 2 | -17 | 3 | 20 | 3
COc1ccccc1N(C)S(=O)(=O)c1ccc(C(=O)OCC(=O)NCc2cccs2)cc1 | -2 | 12 | -7 | -3 | -7 | -5 | 2 | -5 | 3 | -12 | -4
Cc1ccc(S(=O)(=O)N2[C@@H](CO)CO[C@H]2CC(=O)c2ccc(F)cc2)cc1 | . | . | . | -26 | 6 | 3 | -5 | . | . | -14 | -19
O=c1[nH]c(/C=C/c2ccccn2)nc2ccccc12 | -4 | -24 | -240 | -47 | -71 | 0 | -2 | -82 | -28 | -50 | -18
CC(C)CC(=O)Nc1ccc2c(c1)OCO2 | -8 | -16 | -28 | -29 | 0 | -5 | -4 | 3 | -24 | -20 | 4
CN(C)/C=C1\N=C(c2ccccc2)OC1=O | -1 | -32 | -43 | -2 | -9 | 1 | -5 | -14 | -11 | -6 | -14
O=C(NCc1ccccc1)c1cc(C2CCCN(C(=O)C3CC3)C2)on1 (stereo not given) | . | -25 | -38 | 15 | -27 | 4 | -1 | -29 | -11 | -26 | -11
CCc1nc(CN2CCCC(C(=O)c3ccc4c5c(cccc35)CC4)C2)c(C)[nH]1 (stereo not given) | -4 | 11 | -2 | 27 | -4 | 13 | 3 | 11 | -4 | 28 | -8
CCOc1ccc(-n2ccnc2SCC(=O)NCc2ccc3c(c2)OCO3)cc1 | -11 | -12 | -55 | . | 31 | 12 | ? | 16 | -8 | . | 7
O=S(OCCN1CCOCC1)C(c1ccccc1)c1ccccc1 (stereo not given) | -2 | -7 | 4 | 15 | -4 | 5 | 15 | 3 | -5 | 8 | -9
CC(C)CN=CC1=C(O)c2ccccc2C1=O | 13 | 4 | -78 | -31 | -160 | -6 | -8 | -63 | 22 | -42 | 2
C#CCOCCOCCOCCNc1nc(N2CCN(C(=O)[C@H](CCCCN)n3cc([C@@H](N)C(C)CC)nn3)CC2)nc(N2CCN(C(=O)[C@H](CCCCN)n3cc([C@@H](N)CC(C)C)nn3)CC2)n1 (stereo not given in full) | 1 | -7 | -10 | -14 | -12 | -9 | -3 | -7 | -9 | -21 | -5

The closing 2 entries of the section before come first, to join the parts:
SMILES | TLR9-MyD88 block | TROY NFkB inh | NCOA1 inh | SRC2 inh | NR5A2 inv ag | ABHD5-PLIN5 inh | Exocytosis inh | NCOA3 inh | TWEAK Fn14 block | COUP-TFII inh | NOD2 RIPK2 PPI
CC(C)CN=CC1=C(O)c2ccccc2C1=O | 13 | 4 | -78 | -31 | -160 | -6 | -8 | -63 | 22 | -42 | 2
C#CCOCCOCCOCCNc1nc(N2CCN(C(=O)[C@H](CCCCN)n3cc([C@@H](N)C(C)CC)nn3)CC2)nc(N2CCN(C(=O)[C@H](CCCCN)n3cc([C@@H](N)CC(C)C)nn3)CC2)n1 (stereo not given in full) | 1 | -7 | -10 | -14 | -12 | -9 | -3 | -7 | -9 | -21 | -5
CC(C)(C)c1ccc(C(O)c2ncc(-c3ccc4ccccc4c3)[nH]2)cc1 (stereo not given) | . | -29 | 3 | 14 | -16 | -17 | 15 | -5 | 1 | 0 | -3
CN1CCN(S(=O)(=O)c2cccc(C(=O)Nc3sc4c(c3-c3nc5ccccc5[nH]3)CCCC4)c2)CC1 | 3 | -65 | -22 | -21 | -1 | -1 | 8 | -25 | -7 | -17 | -1
CCCCNC(=O)NCc1cnn(C)c1C | 8 | -6 | 4 | 7 | -8 | 4 | 1 | 4 | 11 | 1 | 3
CC(C)NC[C@@H](O)COc1cccc2ccccc12 | 6 | -10 | -2 | -17 | -26 | 4 | -4 | -19 | 6 | 1 | -4
CCOc1cc(C2C3=C(CC(C)(C)CC3=O)N(CCCOC)C3=C2C(=O)CC(C)(C)C3)ccc1OC | -6 | 3 | -11 | -20 | 5 | -5 | 3 | -36 | -1 | -3 | 2
CC(=O)c1ccc(NC(=O)c2ccc3snnc3c2)cc1 | 0 | -9 | -49 | -62 | -130 | 0 | -20 | -96 | -7 | -27 | 4
COc1ccc(/C=N/NC(=O)c2ccccc2OC)cc1COc1ccc(C)cc1 | -1 | -9 | -16 | -12 | 3 | -3 | -9 | -9 | -23 | 6 | -10
COc1ccc(-c2nc(N)n(C(=O)c3cccs3)n2)cc1 | -3 | -8 | -6 | -10 | -2 | -1 | 0 | 3 | 5 | 12 | -4
NC(=O)C1CCN(c2ccc([N+](=O)[O-])cc2Cl)CC1 | 6 | 12 | -14 | 7 | 5 | 4 | -2 | -3 | 22 | 7 | -8
COc1nc(N2CCCC2)nc(-n2nnc(C(C)=O)c2C)n1 | -1 | 6 | -38 | -26 | 10 | -6 | 0 | 10 | -30 | 2 | -10
Oc1ccc(-c2nc3ccc4ccccc4c3c3c2CCC3)cc1O | 4 | -32 | -33 | -3 | -33 | 2 | 2 | -19 | -21 | -17 | -3
COc1ccc([N+](=O)[O-])cc1NS(=O)(=O)c1ccc(C(=O)N2CCCC2)cc1 | -2 | 6 | 6 | -14 | -15 | 1 | 0 | 2 | 6 | 8 | -2
COC(=O)c1cc(Sc2c(Cl)cccc2Cl)ccn1 | 3 | -24 | 9 | 9 | 23 | 11 | 5 | 6 | 8 | -25 | 2
CCCN(CCC)S(=O)(=O)c1nc2nc(C)cc(C)n2n1 | -3 | -8 | 2 | 6 | 10 | -4 | -5 | 4 | 0 | -15 | -2
O=C(O)C1Cc2ccccc2-c2ccccc2C1 | -12 | 37 | -8 | -4 | -14 | -10 | 0 | -1 | 15 | 8 | 3
CC(C)Cn1c(N)c(C(=O)COC(=O)c2cnccn2)c(=O)n(C)c1=O | 5 | 7 | 0 | -16 | 8 | 1 | -4 | -7 | 2 | 4 | -18
COc1ccc(CC(=O)Nc2ccc(S(=O)(=O)N(C)C3CCN(C)CC3)cc2)cc1 | -6 | -15 | 11 | -10 | -7 | -7 | 2 | -5 | -18 | -4 | 5
CCOC(=O)c1ccccc1NC(=O)CSc1nnc(COc2ccccc2C)n1C | -2 | -5 | -40 | 4 | -5 | 1 | -1 | 6 | -25 | 10 | -1
CC(=O)C1(O)C(C)CC2C3CC(F)C4(O)CC(O)CCC4(C)C3CCC21C (stereo not given) | 5 | 4 | -4 | -8 | 4 | -3 | -2 | 7 | -18 | -22 | -9
COc1ccc(C(C)=O)cc1COC(=O)CCNS(=O)(=O)c1ccc(C)c(C)c1 | -6 | 12 | -13 | 5 | 4 | -4 | 10 | 1 | -1 | -8 | -8
COc1ccc(/C=C/C(=O)OCC(=O)Nc2c(C)cccc2C)cc1 | -6 | -2 | -4 | 7 | 1 | -11 | -1 | -9 | -3 | 1 | -4
Nc1nonc1-n1nnc(C(=O)N/N=C/c2ccco2)c1CSc1ccccc1 | 11 | 2 | 12 | 9 | -6 | 1 | -19 | 6 | -2 | 7 | 1

The list is partial; rates above refer to the full screens.
